Screening data: PubChem BioAssay, several laboratories
TCR-CD3 inh – human TCR-CD3 binding inhibition; inhibition, % at 9.4 µM; TAMRA-labeled TCR probe fluorescence, biochemical; AID 651800; 0.37% of 360,000 active; in the data active = inhibition above about 19%;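 also: recombinant mutant TCR 2C K166C tagged with TAMRA read by polarization; 0% = receptor in buffer alone and 100% = receptor with positive control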
TDP2 inh – blocks human TDP2 phosphodiesterase activity; inhibition, % at 12.8 µM; O95551; recombinant TDP2, T5PNP hydrolysis, p-nitrophenol absorbance 415 nm; 0.34% of 370,000 active;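 active = inhibition above the mean of all tested compounds plus 3 SD, set per campaign, cut at about 25% in these data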;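 also: 0% = DMSO with enzyme and 100% = buffer with substrate but no TDP2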
Target sequence (O95551 whole entry, looked up): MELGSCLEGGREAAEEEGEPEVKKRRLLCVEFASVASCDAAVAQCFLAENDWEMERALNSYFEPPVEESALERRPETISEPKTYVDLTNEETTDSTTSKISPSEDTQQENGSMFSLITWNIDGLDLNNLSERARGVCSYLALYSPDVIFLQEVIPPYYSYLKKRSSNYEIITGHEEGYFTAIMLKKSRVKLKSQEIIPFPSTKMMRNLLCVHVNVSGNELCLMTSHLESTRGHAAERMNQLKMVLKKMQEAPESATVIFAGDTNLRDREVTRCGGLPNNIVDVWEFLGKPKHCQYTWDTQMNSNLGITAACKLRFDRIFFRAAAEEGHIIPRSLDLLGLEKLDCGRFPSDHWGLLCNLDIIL
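Incubation: 2 h at 37 °C; Test system: recombinant human TDP2; Quantity: enzyme 120 nM; Read-out basis: percent inhibition; Medium: 50 mM Tris-HCl pH 7.5 with Mg2+, KCl, DTT, BSA; Repeats: single replicate; Compound: 12.8 µM single point, 1% DMSO; Signal: epi absorbance; Reagent: 5 mM T5PNP chromogenic substrate; Benchmarks: no-enzyme high, DMSO-plus-enzyme low.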
rCAG RNA binder – molecules binding r(CAG) RNA repeats. r(CAG) RNA repeat, TO-PRO-1 dye displacement fluorescence. inhibition, % at 3 µM. 1.3% of 370,000 active. AID 651821;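 active = inhibition above the plate cutoff, the mean of all test compounds on that plate plus 3 SD, cut at about 35% in these data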;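 also: 0% = DMSO alone and 100% = 100 µM mitoxantrone as full dye displacement; higher means more dye released from RNA so lower well fluorescence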
PG9 Ab binder – PG9 antibody binding by small molecule. TR-FRET gp120-PG9 antibody binding. inhibition, % at 6.7 µM. 0.43% of 360,000 active. AID 624416; in the data active = inhibition above about 8.5%
NR1D1 modulator – Rev-erb alpha (human) modulation. P20393. Rev-erbα–FITC-DNA binding, fluorescence polarization, 90 min. activity, % at 10 µM. 0.79% of 370,000 active. AID 1259318;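 active = activity above about 14%, limit read from the data; passing the limit was not always enough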;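 also: 0% = DMSO wells with 35 nM protein and 100% = DMSO wells with 750 nM protein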
SIAE inh – blocks human sialic acid acetylesterase; Q9HAT2; SIAE FP-Rh probe binding, fluorescence polarization; inhibition, % at 9.66 µM; 0.69% of 370,000 active; AID 1053197;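 active = inhibition above a cutoff: mean of compounds within the control limits plus 3 SD of those, cut at about 17% in these data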;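 also: 0% = plate median of compound wells and 100% = probe without SIAE protein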
Target sequence (Q9HAT2 whole entry, looked up): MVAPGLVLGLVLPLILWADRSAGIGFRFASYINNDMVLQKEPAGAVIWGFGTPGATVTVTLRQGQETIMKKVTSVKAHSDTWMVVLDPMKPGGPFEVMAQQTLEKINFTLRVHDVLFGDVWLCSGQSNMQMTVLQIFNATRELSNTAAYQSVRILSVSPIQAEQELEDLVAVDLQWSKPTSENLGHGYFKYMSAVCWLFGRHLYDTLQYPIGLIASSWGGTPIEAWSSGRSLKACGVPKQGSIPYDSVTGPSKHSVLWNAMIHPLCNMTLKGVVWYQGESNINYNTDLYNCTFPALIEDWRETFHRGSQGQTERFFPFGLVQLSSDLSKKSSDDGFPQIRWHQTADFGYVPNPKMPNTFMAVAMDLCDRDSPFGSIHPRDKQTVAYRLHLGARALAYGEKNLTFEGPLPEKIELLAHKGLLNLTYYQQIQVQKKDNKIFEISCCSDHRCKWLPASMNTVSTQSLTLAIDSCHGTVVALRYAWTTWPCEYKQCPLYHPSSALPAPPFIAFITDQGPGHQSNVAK
ABHD4 inh – ABHD4 (mouse) inhibition, primary FP screen; Q8VD66; purified mABHD4, FP-Rh probe fluorescence polarization; inhibition, % at 8.92 µM; 0.54% of 370,000 active;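 active = inhibition exceeding the mean over every tested compound plus 3 SD, cut at about 30% in these data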;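 also: 0% = plate median of compound wells and 100% = S159A mutant with DMSO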
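System: mouse ABHD4 enzyme, wild type / Medium: HEPES pH 7.0, NaCl, Pluronic buffer / Reagent: FP-Rh activity-based fluorescent probe / Control set: S159A mutant high control, sample median low control / Detection: fluorescence polarization with parallel and perpendicular emission, 525/598 nm / Schedule: 45 min + 60 min at 25 °C / Compound dosing: 8.92 µM, single dose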
PRMT1 inh – PRMT1 (human) inhibition, primary screen | 1.3% of 370,000 active | inhibition, % at 2.79 µM | recombinant PRMT1, activity-based probe fluorescence polarization | Q99873 | AID 652257;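 active = inhibition above about 21% made by adding two undisclosed values, limit read from the data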
LEDGF integ inh – blocks HIV-1 LEDGF/p75-dependent DNA integration. TR-FRET IN-LEDGF/p75 DNA integration, Eu/Cy5. inhibition, % at 3.7 µM. 0.64% of 370,000 active;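 active = inhibition above the screen-wide mean plus 3 SD, cut at about 13% in these data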;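 also: signal is the Cy5 over europium emission ratio at 671 and 618 nm; 0% = plate median of compound wells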
HTRA1 inh – HTRA1 (human) protease inhibition. Q92743. recombinant HTRA1, FP-rhodamine activity-based probe, fluorescence polarization. inhibition, % at 5.96 µM. 0.5% of 340,000 active; in the data active = inhibition above about 36%;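 also: 0% = enzyme with DMSO and 100% = wells lacking enzyme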
The depositor's hits bear a star; x = not tested or not shown; & = joins results of further samples.

nr	Compound	TCR-CD3 inh	TDP2 inh	rCAG RNA binder	PG9 Ab binder	NR1D1 modulator	SIAE inh	ABHD4 inh	PRMT1 inh	LEDGF integ inh	HTRA1 inh
1	CCC(=O)CC(c1ccccc1)c1c(O)c2ccccc2sc1=O (stereo not given)	-1	-5	6	1.9	-3	-6	6	0	-1	3
2	Cc1ccc(OCCn2cccc2/C=C2/C(=O)NC(=O)N(Cc3ccco3)C2=O)cc1	2	20	36*	-1.5	-1	-5	-8	32*	58*	8
3	Cc1cc(/C=C2\C(=O)NC(=O)N(c3ccc(Cl)cc3)C2=O)c(C)n1C	1	-9	2	-3.8	4	-5	10	4	-5	0
4	CCCc1nc2ccc(Br)cc2c(=O)n1-c1ccc([N+](=O)[O-])c(C(F)(F)F)c1	-8	-7	8	-1.0	-2	0	-3	2	1	-13
5	CCc1cccc(C)c1NC(=S)N1CC2CC(C1)c1cccc(=O)n1C2 (stereo not given)	-1	-3	5	1.0	3	3	7	4	-3	2
6	COC(=O)C1=C(c2ccc(OCc3ccccc3)cc2)C[C@@H]2CC[C@H]1N2C(=O)NCc1ccccc1C(F)(F)F	8	-2	7	-0.8	-2	-10	2	1	1	-25
7	O=C(O)CCn1cc(C=C2C(=O)NC(=S)NC2=O)c(-c2cc3ccccc3oc2=O)n1	-12	-6	5	3.0	-1	-1	-7	12	-1	-6
8	Cc1cc(C=C(C#N)C#N)ccc1N1CCCC1	-4	-2	2	-3.8	3	-4	2	-4	3	-2
9	C[C@@H]1CN([C@H](C)CO)C(=O)CCCn2nncc2CO[C@@H]1CN(C)C(=O)Oc1ccc2ccccc2c1	2	-7	1	2.2	13	5	-1	-1	-4	6
10	C[C@]12CCC(=O)C(O)=C1CC[C@@H]1[C@@H]2CC[C@]2(C)C(=O)CC[C@@H]12	9	-4	2	0.1	-6	-6	-1	0	1	4
11	Cc1cc(OCC(=O)NCC(O)c2ccccc2)c2c3c(c(=O)oc2c1)CCC3 (stereo not given)	6	-13	-2	-0.6	3	0	-5	-1	-4	3
12	CC(C)OC(=O)C1C(c2ccc(I)cc2)CC2CCC1N2C (stereo not given)	3	-7	6	3.8	-1	-4	-2	-4	2	x
13	CCCCOC(=O)C1=C(N)OC2=C(C(=O)CCC2)[C@]12C(=O)N(C)c1ccccc12	-2	1	-9	1.6	0	3	4	0	3	-9
14	O=CC(Cl)P(=O)(N1CCCCC1)N1CCCCC1 (stereo not given)	-1	10	1	-2.2	6	-2	1	0	0	6
15	C[C@]12CC[C@H]3[C@@H](CCC4=CC(=O)CC[C@@H]43)[C@@H]1CC[C@@H]2O	-4	0	0	-0.2	7	-2	-4	5	-1	-4
16	COCCN1C(=O)NC(=O)/C(=C\c2ccc(Br)cc2)C1=O	-8	-4	-2	-1.0	x	-5	-3	1	4	-5
17	O=C1NCN(c2ccccc2)C12CCN(C(c1ccccc1)c1nnnn1C1CCCC1)CC2 (stereo not given)	-3	-3	5	-0.8	6	0	-2	-1	-8	x
18	CC(C)(C)C(O)C(Oc1ccc(Cl)cc1)n1cncn1 (stereo not given)	1	-4	0	-1.3	-5	-6	-2	0	-2	0
19	CN1CCN(/N=C/c2c(O)n(CCC3=CCCCC3)c(=S)[nH]c2=O)CC1	-2	2	6	-2.5	1	-5	-5	-1	2	-23
20	CN1CCC(=O)N(CCN=[N+]=[N-])CC1	5	12	-1	-1.2	-2	3	4	-1	0	2
21	COCCOC(=O)c1c(N)n(Cc2ccc(OC)cc2)c2nc3ccccc3nc12	-1	-1	2	1.5	0	-5	-11	2	2	-30
22	N#CC1c2ccccc2-n2nncc2CN1C(=O)c1ccc([N+](=O)[O-])o1 (stereo not given)	x	6	1	x	0	-11	6	2	3	x
23	C[N+]1(C)CCc2cc3c(cc2[C@H]1[C@@H]1OC(=O)c2c1ccc1c2OCO1)OCO3	0&-10	-4&-1	3&1	-1.8&-0.6	-3&4	4&5	4&1	0&6	-1&2	4&1
24	Cc1cccc(C)c1-n1nnnc1C(c1ccccc1OC(F)(F)F)N1CCC(n2c(=O)[nH]c3ccccc32)CC1 (stereo not given)	6	3	3	-1.3	5	-13	5	1	0	x
25	OCC12COC3c4ccccc4C(OC1)N32 (stereo not given)	1	4	0	-1.4	-4	2	3	-2	0	1
26	Brc1ccc(C2N3CCCN23)cc1 (stereo not given)	1	-2	-1	-0.1	-3	-8	-3	-2	0	1
27	Cc1ccc(N(C)C(=O)Oc2cccc3ccc(C)nc23)cc1	1	2	-5	4.7	6	-2	-6	0	-1	-2
28	CCOc1cccc(N2C(=O)/C(=C/c3ccco3)C(=O)NC2=S)c1	-79	-5	69*	-2.5	-28	-6	-7	20	22*	14
29	COc1ccc(Br)cc1CNCCc1cccc(Cl)c1	1	6	-3	0.7	-4	-3	13	0	-2	-6
30	CCN(CC)c1ccc(C=C2C(=O)NC(=S)NC2=O)cc1	-16	7	-1	-1.2	0	-7	-5	10	1	-1

2 entries from above, with each value named:
[18] CC(C)(C)C(O)C(Oc1ccc(Cl)cc1)n1cncn1 (stereo not given)
  TCR-CD3 inh: 1	TDP2 inh: -4	rCAG RNA binder: 0	PG9 Ab binder: -1.3	NR1D1 modulator: -5	SIAE inh: -6	ABHD4 inh: -2	PRMT1 inh: 0	LEDGF integ inh: -2	HTRA1 inh: 0

[28] CCOc1cccc(N2C(=O)/C(=C/c3ccco3)C(=O)NC2=S)c1
  TCR-CD3 inh: -79	TDP2 inh: -5	rCAG RNA binder: 69*	PG9 Ab binder: -2.5	NR1D1 modulator: -28	SIAE inh: -6	ABHD4 inh: -7	PRMT1 inh: 20	LEDGF integ inh: 22*	HTRA1 inh: 14

Continuation:
nr	Compound	TCR-CD3 inh	TDP2 inh	rCAG RNA binder	PG9 Ab binder	NR1D1 modulator	SIAE inh	ABHD4 inh	PRMT1 inh	LEDGF integ inh	HTRA1 inh
31	COC(=O)C1=C(c2ccc(-c3ccccc3)c(F)c2)C[C@@H]2CC[C@H]1N2C(=O)NCCCOC(C)C	-3	-4	5	1.0	-2	9	18	2	0	-15
32	CC1NCCC2(O)CCCCC12 (stereo not given)	4	0	1	0.5	8	-8	-6	5	1	4
33	COc1cccc(CC(=O)N(C)C2CCCN(Cc3ccccc3F)C2)c1 (stereo not given)	4	-9	-5	0.5	2	4	-8	-1	1	-5
34	CC12CN3CCN(C1)CC(C)(C3)C2=NO	6	2	-1	0.5	5	4	1	-6	3	-1
35	COc1cc2c(cc1OC)CN(c1ccc([N+](=O)[O-])c(C(F)(F)F)c1)CC2	-1	2	1	0.3	2	10	2	2	-1	-12
36	CC/C(=N\NC(=O)c1ccccc1Cl)c1c(O)n(C2CCCCC2)c(=O)[nH]c1=O	21*	-7	22	-2.3	-5	0	-3	19	-1	7
37	CCN1c2nc3c(C)cccn3c(=O)c2CC2(C(=O)N(C)C(=O)N(C)C2=O)C1C (stereo not given)	-5	0	-4	-0.4	0	-4	0	0	1	-11
38	c1ccc(C2c3ccccc3-n3nncc3CN2CC2CCCCC2)cc1 (stereo not given)	4	6	6	0.1	5	-5	-6	-4	-1	-33
39	C=CCn1c(O)c(C(C)=Nc2ccc(N(CC)CC)cc2)c(=O)[nH]c1=O	2	2	3	-0.2	-4	2	39*	19	12	7
40	CC(C)CN(C(=O)CN1CC=C(c2ccccc2)CC1)c1c(N)n(CC(C)C)c(=O)[nH]c1=O	6	6	-3	-2.5	7	4	-1	-1	0	3
41	O=c1[nH]c(O)c(C=Nc2ccc(Cl)c(C(F)(F)F)c2)c(=O)[nH]1	9	22	4	1.6	2	5	5	3	1	10
42	O=C(Cn1c(=O)n(CC2CS2)c2ccccc21)N1CCCCCC1 (stereo not given)	1	-2	-1	0.2	-3	-2	4	2	-4	3
43	CCOC(=O)C(O)(c1ccc(N(CC)C(=O)OC)cc1)C(F)(F)F (stereo not given)	-5	-5	-7	1.2	1	-6	7	1	-2	-2
44	C=CCn1c(O)c(C(=O)CCCCCC)c(=O)[nH]c1=O	7	11	1	0.2	2	9	2	5	1	-6
45	Cc1ccc(-n2c(O)c(C=NCCCn3ccnc3)c(=O)[nH]c2=O)cc1	-3	0	-1	-2.0	-5	-5	-9	-2	0	9
46	COc1ccc(/C=C/C(=O)c2c(O)n(CCC3=CCCCC3)c(=O)[nH]c2=O)cc1	9	8	0	-2.1	2	-2	0	-3	-2	1
47	Cc1ccc(C)c(-n2c(C)nc3ccccc3c2=O)c1	-8	-17	-3	0.4	6	-4	-3	4	0	x

Part of the list above, screen by screen:
33. COc1cccc(CC(=O)N(C)C2CCCN(Cc3ccccc3F)C2)c1 (stereo not given)
34. CC12CN3CCN(C1)CC(C)(C3)C2=NO
35. COc1cc2c(cc1OC)CN(c1ccc([N+](=O)[O-])c(C(F)(F)F)c1)CC2
36. CC/C(=N\NC(=O)c1ccccc1Cl)c1c(O)n(C2CCCCC2)c(=O)[nH]c1=O

compound no. | 33 | 34 | 35 | 36
TCR-CD3 inh | 4 | 6 | -1 | 21*
TDP2 inh | -9 | 2 | 2 | -7
rCAG RNA binder | -5 | -1 | 1 | 22
PG9 Ab binder | 0.5 | 0.5 | 0.3 | -2.3
NR1D1 modulator | 2 | 5 | 2 | -5
SIAE inh | 4 | 4 | 10 | 0
ABHD4 inh | -8 | 1 | 2 | -3
PRMT1 inh | -1 | -6 | 2 | 19
LEDGF integ inh | 1 | 3 | -1 | -1
HTRA1 inh | -5 | -1 | -12 | 7

Only part of the results is shown, so the mix of outcomes need not match the whole.
